RPL19A-GFP yeast = modulators of TOR pathway RPL19A-GFP in S. cerevisiae | S. cerevisiae RPL19A-GFP strain, flow cytometry, 3 h; hits give low values | percent response vs DMSO, % at 10 µM | 330,000 compounds, 0.3% hits;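 active = percent response vs DMSO below 50%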;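 note: median channel GFP fluorescence of the barcoded RPL19A-GFP strain; ratio of sample median GFP to plate DMSO average so 100% = DMSO; lower means less RPL19A-GFP as with rapamycin TOR inhibition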
Yeast superoxide = caloric restriction mimetics inhibiting age-related superoxide in yeast. 330,000 compounds, 0.18% hits. superoxide response (% of plate mean), % at 10 µM. S. cerevisiae aged cells, superoxide DHE fluorescence; hits give low values. AID 2690;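 active = superoxide response under a set limit, about three screen SD below normal, cut at about 65% in these data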;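 note: yeast aged for seven days with compound at 30 °C before DHE staining; 100% = average MFI of all compound-treated wells on the plate with controls excluded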
procasp3 activ = activates human procaspase-3 | P42574 | recombinant procaspase-3 D3A, Ac-DEVD-pNA absorbance 405 nm | activation, % at 8.5 µM | 330,000 compounds, 0.11% hits;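 active = activation above the mean of all tested compounds plus 3 SD, cut at about 21% in these data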;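 note: 0% = DMSO alone and 100% = DMSO wells spiked with extra 5 µM PC-3 D3A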
Target sequence (P42574 whole entry D9A/D28A/D175A): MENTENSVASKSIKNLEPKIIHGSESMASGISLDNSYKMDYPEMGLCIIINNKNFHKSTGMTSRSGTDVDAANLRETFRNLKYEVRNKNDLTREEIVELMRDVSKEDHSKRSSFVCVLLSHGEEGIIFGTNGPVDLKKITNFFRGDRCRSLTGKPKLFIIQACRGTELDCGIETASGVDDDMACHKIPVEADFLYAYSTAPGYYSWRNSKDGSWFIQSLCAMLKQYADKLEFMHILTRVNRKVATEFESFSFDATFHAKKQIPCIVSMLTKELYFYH
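Assay system – Procaspase-3 D3A mutant, all three cleavage aspartates alanine · Controls – DMSO-only low control, 5 µM PC-3 D3A high control · Schedule – 1 h compound preincubation, 2 h substrate hydrolysis at 25 °C · Signal – 405 nm absorbance of p-nitroaniline, reads at 0 and 120 min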
MEP2-GFP yeast = modulators of TOR pathway MEP2-GFP in S. cerevisiae. S. cerevisiae MEP2-GFP strain, flow cytometry GFP, 3 h; 100% = DMSO control level. GFP response vs DMSO, % at 10 µM. 330,000 compounds, 0.51% hits. AID 2016;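 active = GFP response versus DMSO above a set limit, roughly screen mean plus 3 SD, cut at about 180% in these data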;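 note: median GFP fluorescence of the barcode-gated MEP2-GFP cells per well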
AHR activator = activators of human aryl hydrocarbon receptor | P35869 | AHR-responsive luciferase reporter cells, luminescence | activation, % at 5 µM | 320,000 compounds, 2.5% hits; in the data active = activation above about 47%;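 note: 0% = vehicle wells and 100% = reference agonist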
Target sequence (P35869 whole entry, looked up): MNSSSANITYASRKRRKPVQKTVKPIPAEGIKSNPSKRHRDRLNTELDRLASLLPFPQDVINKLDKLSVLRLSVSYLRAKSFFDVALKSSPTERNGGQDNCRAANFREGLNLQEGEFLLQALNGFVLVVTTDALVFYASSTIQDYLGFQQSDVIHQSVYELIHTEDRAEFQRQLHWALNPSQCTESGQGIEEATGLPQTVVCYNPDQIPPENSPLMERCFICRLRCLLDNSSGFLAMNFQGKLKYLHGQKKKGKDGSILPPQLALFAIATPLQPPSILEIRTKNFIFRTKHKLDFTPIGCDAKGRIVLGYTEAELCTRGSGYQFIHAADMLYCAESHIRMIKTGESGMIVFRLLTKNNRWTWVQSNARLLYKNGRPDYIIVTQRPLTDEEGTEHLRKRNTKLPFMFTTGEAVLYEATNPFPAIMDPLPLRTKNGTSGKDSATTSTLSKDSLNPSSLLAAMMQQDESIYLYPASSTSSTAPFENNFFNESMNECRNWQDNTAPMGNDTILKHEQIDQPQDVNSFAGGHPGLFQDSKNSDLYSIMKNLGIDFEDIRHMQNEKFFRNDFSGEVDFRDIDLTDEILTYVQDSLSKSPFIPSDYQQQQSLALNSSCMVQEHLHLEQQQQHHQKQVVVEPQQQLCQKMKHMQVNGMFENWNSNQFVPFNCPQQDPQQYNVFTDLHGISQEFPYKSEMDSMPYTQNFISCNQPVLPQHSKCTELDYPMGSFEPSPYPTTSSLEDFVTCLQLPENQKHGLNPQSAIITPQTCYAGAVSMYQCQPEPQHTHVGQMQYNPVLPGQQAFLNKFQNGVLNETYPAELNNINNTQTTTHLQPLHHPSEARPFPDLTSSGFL
LAP4-GFP MLPCN = alters LAP4-GFP fluorescence in TOR pathway yeast screen; AID 2023; S. cerevisiae LAP4-GFP multiplex, flow cytometry GFP, 3 h; median GFP as percent of DMSO wells; 320,000 compounds, 0.34% hits; GFP response vs DMSO, % at 10 µM;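 active = GFP response vs DMSO above a set limit, about the screen mean plus 3 SD, cut at about 150% in these data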
GASC-1 inh = inhibitors of human GASC-1 (JMJD2C) demethylase | GST-JMJD2C(1-420) H3K9me3 demethylation, DELFIA europium | inhibition, % at 2.35 µM | AID 2099 | Q9H3R0 | 330,000 compounds, 0.069% hits;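 active = more than half of a compound's replicate wells show inhibition beyond 50%, single wells judged on their own value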;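 note: signal counts dimethyl H3K9 product captured on neutravidin plate; 0% = median of DMSO wells and 100% = 0.3 times that DMSO median; strong numbers were not always called active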
procasp7 counter = counter-screen: procaspase-7 (human) activation | P55210 | recombinant procaspase-7, Ac-DEVD-pNA absorbance 405 nm; D23A/D198A/D206A triple mutant, cannot self-cleave; scale: DMSO 0, 5 µM enzyme 100 | activation, % at 8.5 µM | 330,000 compounds, 0.093% hits | AID 463210;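 active = percent activation above the screen-wide mean plus 3 SD, cut at about 25% in these data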
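System: Uncleavable procaspase-7 mutant enzyme; Amount: 2 µM procaspase-7 mutant as dispensed; Schedule: 1 h compound preincubation, 2 h substrate cleavage, 25 °C; Measured by: 405 nm absorbance of p-nitroaniline; Evaluation: percent activation from buffer-corrected 0–120 min absorbance change; Control set: low DMSO alone, high DMSO plus 5 µM PC-7.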
An asterisk follows results filed as active; x = no result given; & = joins results of further samples.

SMILES	RPL19A-GFP yeast	Yeast superoxide	procasp3 activ	MEP2-GFP yeast	AHR activator	LAP4-GFP MLPCN	GASC-1 inh	procasp7 counter
COc1ccc(-c2cc(C(=O)OCC(=O)NC(C)C)c3ccccc3n2)cc1	98	116	38*	103	4	103	1	27*
C=CCOc1cccc(CNn2nnnc2N)c1	103	89	-3	98	1	92	26	-1
Cc1ccc2nc(-c3ccc(O)cc3)c(Nc3ccc4c(c3)OCCO4)n2c1	95	80	3	101	3	105	1	4
CCO[C@H]1OC(C(=O)N2CCOCC2)=C[C@@H](c2ccccc2)[C@@H]1CCCO	107	100	-3	104	2	101	-12	-2
O=c1c(Cc2ccc(F)cc2)c(O)ccn1Cc1ccco1	102	97	8	98	1	111	0	4
O=c1[nH]c2cc3c(cc2cc1CN(CC1CCCO1)S(=O)(=O)c1ccccc1)OCCO3 (stereo unspecified)	95	104	0	86	22	88	29&5	6
Cc1ccccc1NC(=O)CC1SC(=O)N(c2ccccc2)C1=O (stereo unspecified)	91	89	-14	94	1	x	11	-8
O=C(CSc1nc2ccccc2nc1SCC(=O)N1CCOCC1)N1CCOCC1	89	94	10	90	0	88	-25&-1	10
CSCC[C@H](NC(=O)CCNC(C)=O)c1nc2ccccc2[nH]1	104	103	-3	101	-2	101	63	6
O=C(CSc1nc2ccc(Cl)cc2[nH]1)N1CCN(C(=O)c2ccco2)CC1	104	94	-5	94	25	91	16	-7
CSc1c(C#N)c(N)nc2sc(C(=O)c3ccccc3)c(N)c12	109	95	-3	105	10	122	-10	2
Cc1ccc(C)c(NC2=CC(=O)CC(C)(C)C2)c1C#N	103	102	6	102	2	104	-21	0
Cc1cc(C(=O)NC2CCCN(Cc3ccccc3F)C2)n[nH]1 (stereo unspecified)	140	97	-6	100	1	99	7	5
CCn1cc(C(=O)N(C)c2ccccc2F)c2cc(OC)c(OC)cc2c1=O	90	99	-16	111	6	105	-1	-6
COc1ccc(NC2CCCN(C(=O)c3cccnc3)C2)cc1 (stereo unspecified)	95	110	2	102	5	101	12	7
Cc1onc(-c2ccccc2)c1C(=O)N1CCN(Cc2ccc3c(c2)OCO3)CC1	106	97	4	103	25	98	5	-5
COc1cccc(NC(=O)Cn2nnc(C(=O)Nc3cc(Cl)ccc3OC)c2N)c1	85	74	2	86	10	84	6	3
COc1ccc(NC(=S)N(CCCN2CCOCC2)C(C)c2cc3cccc(OC)c3o2)cc1 (stereo unspecified)	111	101	2	106	1	99	8	-7
O=C(CCS(=O)(=O)Cc1ccccc1)Nc1nnc(C(F)(F)F)s1	102	96	-5	99	11	98	-19	-9
COc1ccc(-n2ccnc(SCC(=O)NC3CCCCC3)c2=O)cc1	98	100	0	112	0	101	0	14
COc1ccc(CC(=O)Nc2nc3ccc(F)cc3s2)cc1S(=O)(=O)N1CCOCC1	94	111	3	97	6	101	-10	-1
CCOC(=O)c1c(C)[nH]c(C)c1C(=O)COC(=O)c1ccc(Cl)c(S(N)(=O)=O)c1	99	97	12	101	1	97	3	-2
C[n+]1ccn(CC(=O)c2ccc(Cl)cc2)c1	100	92	-1	98	1	83	-6	-11
COc1ccccc1C(c1nnnn1C(C)(C)C)N1CCCCCC1 (stereo unspecified)	102	89	1	107	1	103	4	0
Cc1ccc2[nH]c(CN3CCN(C)C(CCO)C3)c(C)c2c1 (stereo unspecified)	101	85	-4	90	5	83	5	1
Cc1cc(/C=C2/SC(=O)N(CC(=O)N3CCOCC3)C2=O)c(C)n1-c1ccccc1F	106	104	5	105	6	100	1	4
Cc1cc(C)c2c(N)c(C(=O)Nc3ncc(C)s3)sc2n1	99	94	-12	119	41	110	x	-3
Cc1ccccc1-n1ncc2c1CC(C)(C)CC2NC(=O)C1CCC1 (stereo unspecified)	100	105	-6	99	0	96	-3	5
COc1ccc(C(=O)N2CCN(CC(=O)N3CCOCC3)CC2)cc1	97	92	12	97	2	104	21	2
O=S(=O)(NCC(c1ccc2c(c1)OCO2)N1CCN(c2ccccc2)CC1)c1ccccc1 (stereo unspecified)	96	95	9	100	-1	99	-2	3
CC(C)(C)CC(C)(C)c1ccc(O)c(CN2CCN(CCC#N)CC2)c1	100	91	2	109	6	101	-3	-6
O=C(Oc1nsnc1N1CCCCC1)N1CCOCC1	97	114	0	95	1	96	1&6	2
Cc1c(C(=O)NCc2cccnc2)sc2nc(-c3ccccc3)cn12	108	88	-10	106	12	105	8	-10
NS(=O)(=O)c1ccc(NC(=O)Cn2nc(C(=O)O)c3ccccc3c2=O)cc1	98	104	2	107	1	89	-3	-1
CCOC(=O)C1(Cc2cccc(OC)c2)CCN(CC2CC=CCC2)CC1 (stereo unspecified)	95	102	-1	87	3	90	9	2
CC1(C)Cc2ccccc2C(N/N=C/c2ccc(Cl)cc2)=N1	102	94	-3	94	23	87	4	1
CCN(C(=O)COC(=O)c1cc(S(=O)(=O)N2CCc3ccccc32)ccc1OC)C1CCS(=O)(=O)C1 (stereo unspecified)	97	98	-7	99	1	105	1	3
COc1ccc(CCNC(=S)NCCc2ccc(OC)c(OC)c2)cc1OC	98	97	-16	101	-1	99	-21	1
Cc1cc(=O)[nH]c(SCC(=O)Nc2nc(-c3ccccc3)c(-c3ccccc3)o2)n1	103	102	3	99	5	83	-2	-9
CC(C(=O)N1CCOCC1)N1C(=O)c2ccccc2C1=O (stereo unspecified)	93	93	6	89	3	92	4	-17
O=C(NNC(=O)C1CC=CCC1C(=O)O)c1cccs1 (stereo unspecified)	97	85	4	96	0	97	-1	7
CC(C)CNC(=S)Nc1ccc(Oc2ccccc2)cc1	104	98	3	110	-4	113	-16	4
CCCCn1c(SCC(=O)NCc2ccco2)nc2ccccc2c1=O	95	100	-6	82	15	83	0	5
O=C(NCCN1CCN(Cc2ccccc2)CC1)c1cc2c(=O)[nH]c3ccccc3c2s1	97	92	10	102	-1	96	-26	-2
O=C(Cn1c(=O)n(Cc2ccco2)c(=O)c2c3c(sc21)CCCCC3)Nc1ccccc1	101	117	-30	107	4	107	-10	-25
CC(C)[C@H](NC(=O)OCc1ccccc1)C(=O)N[C@@H](Cc1c[nH]c2ccccc12)C(=O)O	100	105	10	103	5	96	-6	2
O=S(=O)(Cc1ccccc1)c1cnc2ccccc2n1	98	95	3	101	2	105	8	-1
CCN(CC)S(=O)(=O)c1cc(NC(=O)COC(=O)CCC(=O)c2ccc(F)cc2)ccc1C	102	113	5	94	2	81	4	2
C/C(=N\NC(=O)c1nnn(-c2nonc2N)c1C(C)C)c1ccncc1	101	86	11	103	4	103	-3	-6
Cc1[nH]c2ccccc2c1CCCO	106	99	x	106	x	95	5	x
COc1cc2nc(C3CC3)n(NC(=O)c3ccc(F)cc3)c(=O)c2cc1OC	101	103	7	105	1	103	3	12
O=C1CC(=O)N2N=C(c3ccc([N+](=O)[O-])cc3)SC2=N1	103	92	5	97	2	93	0	10
C=CCNc1ncnc2ccc(Br)cc12	93	93	9	99	0	93	-19	8
COc1ccc(N(C)S(=O)(=O)c2cccc(C(=O)NC3CCCC3)c2)cc1	100	110	0	89	1	96	-12	15
CCOC(=O)C(N)CSC1CC(=O)N(c2ccc(OCC)cc2)C1=O (stereo unspecified)	99	97	-14	99	0	98	-3	-17
CC1=C(C(=O)N2CCCC(CCC(=O)NCc3ccccc3F)C2)OCCO1 (stereo unspecified)	103	105	-3	105	0	102	15	0
COc1cc(S(=O)(=O)Nc2ncn[nH]2)ccc1Cl	101	89	-1	104	0	94	6	-14
Cc1ccc(C2CC(C(F)(F)F)n3nc(C(=O)Nc4c(C)n(C)n(-c5ccccc5)c4=O)cc3N2)cc1 (stereo unspecified)	91	99	2	92	-1	88	-9	7
CC(C)(C)NC(=O)CN(CCc1ccccc1)C(=O)c1csnn1	96	76	-2	96	4	101	8	6
OCC1(Cc2ccc(Cl)cc2)CCN(Cc2ccc3nsnc3c2)CC1	106	82	1	101	1	101	-11	2

(list continues)
SMILES	RPL19A-GFP yeast	Yeast superoxide	procasp3 activ	MEP2-GFP yeast	AHR activator	LAP4-GFP MLPCN	GASC-1 inh	procasp7 counter
CCc1c(C)nc2ncnn2c1N1CCC(C(=O)NCc2cccs2)CC1	91	106	7	95	0	80	2	-4
O=C(O)CN(c1ccc(F)cc1)S(=O)(=O)c1ccc2c(c1)OCCO2	100	94	-2	103	-2	94	1	10
Cc1cccc(OCc2nnc(N)s2)c1	95	104	3	99	4	97	-26	-1
CCOC(=O)CNC(=O)c1sc(NC(=O)c2ccccc2)nc1C	94	103	1	100	6	99	1	2
CN(C(=O)C1CCN(S(=O)(=O)c2ccccc2)CC1)c1c(N)n(Cc2ccccc2)c(=O)[nH]c1=O	92	106	-5	101	5	106	6	2
O=C(/C=C\Nc1ccc2c(c1)OCO2)c1ccc2c(c1)OCO2	88	101	-29	94	14	96	10	-35
Cc1ccc(-c2cc(C(=O)NCC(c3ccccc3)N(C)C)c3ccccc3n2)o1 (stereo unspecified)	100	116	-3	97	19	92	-6	-2
COC(=O)CCc1sc(Nc2ccccc2)nc1-c1ccc(OC)cc1	97	86	5	106	17	108	12	-6
COc1ccc(OC)c(C2CC(=O)Nc3n[nH]c(-c4ccccc4)c32)c1 (stereo unspecified)	98	79	-2	105	-1	96	4	0
O=C(NNC(=O)c1cccc(C(F)(F)F)c1)c1ccncc1	95	114	-8	95	8	88	10	7
COC(CN(C)C(=O)c1ccc2c(c1)NC(=O)c1ccccc1S2)OC	103	94	x	103	x	93	4	x
Cc1cc(=O)oc2c(C(=O)/C=C/c3ccccc3)c(O)ccc12	91	81	-6	90	25	98	-8	4
OC(COc1ccccc1)CN1C2=NCCCN2c2ccccc21 (stereo unspecified)	89	102	1	93	15	88	-11	2
COCCCNC(=O)c1ccc(NS(C)(=O)=O)cc1	102	96	4	106	-2	100	-8	5
COc1ccc(OCC2CCNCC2)cc1	101	93	5	110	2	88	1	3
O=C1[C@@H]2Cc3c([nH]c4ccccc34)CN2C(=O)CN1CCCO	114	103	3	112	1	106	7	0
NC(=O)C1CCN(C2CC(=O)N(c3cccc(F)c3)C2=O)CC1 (stereo unspecified)	101	92	-23	100	1	106	3	-20
Cc1onc(-c2ccccc2Cl)c1C(=O)OCn1nnc2ccccc2c1=O	98	101	7	94	3	105	-7&1	-3
COc1ccc(CCNC(=O)Cn2nnc(-c3ccc(N(C)C)cc3)n2)cc1OC	102	93	-2	100	1	99	-3	7
CCN(CC)S(=O)(=O)c1cccc(C(=O)N/N=C/c2ccc(O)c(O)c2O)c1	96	91	-22	96	1	100	15	-34

Part of the list above, reformatted:
Molecule | RPL19A-GFP yeast | Yeast superoxide | procasp3 activ | MEP2-GFP yeast | AHR activator | LAP4-GFP MLPCN | GASC-1 inh | procasp7 counter
Cc1ccc(-c2cc(C(=O)NCC(c3ccccc3)N(C)C)c3ccccc3n2)o1 (stereo unspecified) | 100 | 116 | -3 | 97 | 19 | 92 | -6 | -2
CCc1c(C)nc2ncnn2c1N1CCC(C(=O)NCc2cccs2)CC1 | 91 | 106 | 7 | 95 | 0 | 80 | 2 | -4
NC(=O)C1CCN(C2CC(=O)N(c3cccc(F)c3)C2=O)CC1 (stereo unspecified) | 101 | 92 | -23 | 100 | 1 | 106 | 3 | -20
CC(C(=O)N1CCOCC1)N1C(=O)c2ccccc2C1=O (stereo unspecified) | 93 | 93 | 6 | 89 | 3 | 92 | 4 | -17
